# Bioassay records (PubChem)
# TCR CD3 inh: blocks the human TCR-CD3 interaction; 360,000 tested, 0.37% active; AID 651800; TAMRA-labeled TCR probe fluorescence, biochemical; inhibition, % at 9.4 µM; in the data active = inhibition above about 19%;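 also: recombinant mutant TCR 2C K166C tagged with TAMRA read by polarization; 0% = receptor in buffer alone and 100% = receptor with positive control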
# MBD2 DNA inh: MBD2-methylated oligo binding inhibition; Q9UBB5; TR-FRET, MBD2 binding to methylated oligonucleotide; inhibition, % at 4.4 µM; 370,000 tested, 0.31% active; in the data active = inhibition above about 13%
# SIAE inh: inhibitors of human sialic acid acetylesterase SIAE; SIAE FP-Rh probe binding, fluorescence polarization; inhibition, % at 9.66 µM; 370,000 tested, 0.69% active;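 active = inhibition above a cutoff: mean of compounds within the control limits plus 3 SD of those, cut at about 17% in these data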;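 also: 0% = plate median of compound wells and 100% = probe without SIAE protein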
# UHRF1 binding: human UHRF1 methylated DNA binding inhibitors | UHRF1 binding to methylated oligo, TR-FRET | 370,000 tested, 0.75% active | Q96T88 | inhibition, % at 4.4 µM; in the data active = inhibition above about 21%;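 also: UHRF1 SRA domain binding a hemimethylated CpG hairpin DNA probe; 0% = median of test compound wells and 100% = reference inhibitor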
# DDE Tn7 FP inh: inhibitors of Tn7 peptide binding to human fibrin DD(E); 370,000 tested, 0.13% active; AID 720508; inhibition, % at 8.3 µM; P02675; FP displacement of FITC-Tn7 peptide from fibrin DD(E); 0% = median of compound wells per plate;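 active = inhibition above the mean of compounds falling within the control limits plus 3 SD of them, cut at about 14% in these data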;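 also: 0% = plate median of compound wells and 100% = 10 µM Aha-Tn7 peptide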
#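 Also added: labelled Tn7 tracer, 0.1 µM; Assay system: human fibrin DD(E) protein; Amount: 2 µM fibrin DD(E); Schedule: 10 min compound pre-incubation, 3 h probe incubation at room temperature; Repeats: one replicate per compound; Read-out basis: percent inhibition; Measured by: fluorescence polarization of the labelled Tn7 tracer.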
# TDP2 absorb: blocks human TDP2 phosphodiesterase activity; 370,000 tested, 0.34% active; recombinant TDP2, T5PNP hydrolysis, p-nitrophenol absorbance 415 nm; O95551; inhibition, % at 12.8 µM; AID 720702;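 active = inhibition above the mean of all tested compounds plus 3 SD, set per campaign, cut at about 25% in these data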;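 also: 0% = DMSO with enzyme and 100% = buffer with substrate but no TDP2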
#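 Test system: human TDP2 enzyme; Input: 120 nM TDP2 per well; Buffer or medium: Mg2+-containing Tris-HCl buffer, pH 7.5; Reagent: 5 mM T5PNP; Dosing: 12.8 µM single point, 1% DMSO; Incubation: reaction 2 h, 37 °C; Detection: p-Nitrophenol epi absorbance; Read-out: % inhibition relative to enzyme-containing and enzyme-free wells; Replicates: single well per compound.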
# LEDGF integ inh: blocks HIV-1 LEDGF/p75-dependent DNA integration | TR-FRET IN-LEDGF/p75 DNA integration, Eu/Cy5 | inhibition, % at 3.7 µM | 370,000 tested, 0.64% active | AID 743269;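 active = inhibition above the screen-wide mean plus 3 SD, cut at about 13% in these data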;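 also: signal is the Cy5 over europium emission ratio at 671 and 618 nm; 0% = plate median of compound wells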
# DDE Tn6 FP inh: inhibitors of Tn6 peptide binding to human fibrin DD(E); P02675; Fibrin DD(E) TRITC-Tn6 fluorescence polarization displacement; inhibition, % at 8.3 µM; 370,000 tested, 0.21% active; AID 720509;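 active = inhibition above a per-campaign cutoff: mean of compounds within control limits plus 3 SD, cut at about 15% in these data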;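 also: 0% = median of all compound wells on the plate and 100% = blocking peptide control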
# PRMT1 inh: inhibitors of human PRMT1. Q99873. recombinant PRMT1, activity-based probe fluorescence polarization. inhibition, % at 2.79 µM. 370,000 tested, 1.3% active;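 active = inhibition above about 21% made by adding two undisclosed values, limit read from the data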
# proKLK7 act: activators of human kallikrein-7 zymogen | P49862 | purified proKLK7, EDANS-DABCYL substrate fluorescence; 100% is mature enzyme control, 0% vehicle | activation, % at 7 µM | 370,000 tested, 0.9% active;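 active = activation above the mean of all tested compounds plus 3 SD, computed per campaign excluding outliers beyond control limits, cut at about 13% in these data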
# * = called active by the depositor.
no. | TCR CD3 inh | MBD2 DNA inh | SIAE inh | UHRF1 binding | DDE Tn7 FP inh | TDP2 absorb | LEDGF integ inh | DDE Tn6 FP inh | smiles | PRMT1 inh | proKLK7 act
1 | 2 | 2 | -3 | -4 | 2 | 5 | 3 | -11 | CCOC(=O)c1cccc(NC(=O)COc2ccc([N+](=O)[O-])cc2)c1 | -2 | -0.1
2 | 6 | 0 | 2 | -3 | 8 | -2 | -3 | -4 | O=C(O)c1cc2nc(-c3ccccc3)cc(-c3ccccc3)n2n1 | -1 | 0.6
3 | 5 | -7 | 10 | -2 | 3 | 2 | 0 | -1 | Cc1ccccc1OCCNc1cc(N2CCCCC2)ccc1[N+](=O)[O-] | 1 | 0.4
4 | -1 | -1 | 4 | 2 | -2 | -2 | 0 | 4 | CCOc1ccc2nc(NC(=O)c3cnccn3)sc2c1 | -2 | -0.4
5 | -9 | 1 | 4 | 2 | 2 | 4 | -6 | 0 | CN1CCN(C(c2cccs2)c2nnnn2Cc2ccc(F)cc2)CC1 (stereo not given) | 6 | -0.2
6 | -9 | -1 | 2 | 3 | -2 | -22 | 5 | 1 | Cc1ccc(NC(=O)NCCSc2ccc(C)cc2)cc1 | -3 | 0.4
7 | -1 | -2 | 1 | 10 | -1 | 3 | 0 | -4 | O=C(COC(=O)CNC(=O)C12CC3CC(CC(C3)C1)C2)Nc1ccccc1 | 3 | 0.3
8 | 2 | 2 | -5 | -14 | 1 | -4 | 1 | -7 | COc1ccc(OC)c2sc(N(CCN(C)C)C(=O)/C=C/c3cccs3)nc12 | 2 | -7.9
9 | 6 | -2 | 5 | 1 | 2 | 4 | 0 | -1 | COc1cccc(CN2CCC2(C)C(=O)Nc2cccc(Oc3ccccc3)c2)c1OC (stereo not given) | -2 | -0.1
10 | 8 | 0 | 1 | -2 | -2 | 9 | -2 | 2 | COc1cc2c(c(OC)c1OC)-c1ccc(OC)c(=O)cc1[C@@H](NC(C)=O)CC2 | 1 | 0.1
11 | 3 | 1 | 7 | 0 | -5 | 11 | -4 | -1 | CN1CCN(S(=O)C23CC4CC(CC(C4)C2)C3)CC1 (stereo not given) | 0 | 0.2
12 | -9 | -1 | -2 | 3 | -8 | -4 | 5 | -1 | O=C1/C(=C/c2ccccn2)SC(=S)N1N1CCOCC1 | -1 | -0.3
13 | 4 | 2 | -12 | -1 | -7 | -1 | -3 | -2 | CC1CCCC(NC(=O)COC(=O)c2cccc(NS(=O)(=O)/C=C/c3ccccc3)c2)C1C (stereo not given) | -2 | 0.0
14 | -7 | 1 | -8 | 2 | -2 | 15 | -2 | -13 | c1ccc(Sc2ncccn2)nc1 | 4 | -0.5
15 | -1 | -4 | 0 | -3 | 2 | 5 | 4 | -6 | Cc1cc(C)c2c(CN3CCC(C)CC3)cc(=O)oc2c1 | -2 | 0.5
16 | 1 | 2 | 0 | 1 | -1 | 23 | 0 | 12 | COc1cc(CN2CCN(Cc3ccco3)CC2)cc(OC)c1 | 0 | 0.1
17 | 0 | -3 | -7 | -6 | -2 | -4 | 1 | -3 | CC(=O)c1cnc(Nc2nc(C)c3cc(C)c(C)cc3n2)nc1C | -4 | 0.0
18 | 4 | -3 | -8 | -2 | -4 | -6 | -3 | 4 | Cc1nnnn1/C(=C\c1ccccc1)C(=O)OCC(=O)N1CC2(C)CC1CC(C)(C)C2 (stereo not given) | -2 | -0.5
19 | -7 | 1 | 4 | 4 | 3 | 0 | 1 | 3 | CN(CC(=O)Nc1ccc(Cl)cc1)Cc1cc(=O)n2ccsc2n1 | 1 | 0.2
20 | 2 | 2 | -1 | -1 | -3 | -8 | 1 | -2 | COCCNC(=O)C(c1ccc(OC)cc1)N(Cc1ccco1)C(=O)CCC(=O)Nc1ccccn1 (stereo not given) | -1 | 0.1
21 | -11 | 1 | -1 | 3 | -6 | -11 | 2 | 6 | COc1ccc(NC(=O)CN2C(=O)c3cccc4cccc2c34)cc1OC | -2 | 0.0
22 | 2 | 4 | 0 | 3 | 4 | 9 | 0 | -6 | O=C(c1ccc2ccccc2c1)c1cccc(F)c1C(=O)O | 0 | 1.6
23 | -2 | -5 | 10 | 2 | 0 | -11 | 4 | -6 | Cc1ccccc1NC(=O)COC(=O)c1ccc2c(c1)C(=O)N(CCCN1CCOCC1)C2=O | -5 | -0.7
24 | 4 | 5 | 10 | 8 | 2 | 6 | 0 | -5 | CCOC(=O)C1(C)CCCN1C(=O)c1ccc(N(C)C)cc1 (stereo not given) | 1 | -0.4
25 | 2 | -2 | -8 | 0 | -5 | -13 | -2 | -3 | C/C(=N\NC(=O)c1cc(-c2cccnc2)nc2ccccc12)c1ccc(O)cc1O | 0 | -0.5
26 | -1 | -2 | 3 | -2 | -6 | 13 | 0 | -3 | COc1cccc(C(=O)Nc2cc3c(cc2N2CCCC2)n(C)c(=O)n3C)c1 | 0 | 1.4
27 | -3 | 3 | 2 | 1 | 3 | -7 | -5 | 6 | Cc1ccc(N(CC(=O)NCc2ccc(F)cc2)S(=O)(=O)c2cccs2)cc1 | 1 | 0.0
28 | -1 | 2 | 3 | -1 | -2 | 2 | -7 | 1 | CCOC(=O)CSc1nc2c(c(=O)[nH]c(=O)n2C)n1Cc1ccccc1 | 0 | -0.8
29 | 5 | 1 | 7 | -1 | -3 | -3 | -4 | 2 | CN1CC2(C)OC(=O)C(Cl)=C2CC1c1ccccc1 (stereo not given) | -1 | 0.3
30 | 6 | 1 | 1 | -2 | 2 | -3 | -1 | -6 | CCCCOc1ccc(OCCCC)c2c1NC1(N2)C(=O)N(C(C)=O)c2ccccc21 | -1 | 0.4

# Compound profiles (already shown). Order of values: TCR CD3 inh, MBD2 DNA inh, SIAE inh, UHRF1 binding, DDE Tn7 FP inh, TDP2 absorb, LEDGF integ inh, DDE Tn6 FP inh, PRMT1 inh, proKLK7 act
# Results for Cc1ccccc1NC(=O)COC(=O)c1ccc2c(c1)C(=O)N(CCCN1CCOCC1)C2=O → -2, -5, 10, 2, 0, -11, 4, -6, -5, -0.7
# Results for O=C(c1ccc2ccccc2c1)c1cccc(F)c1C(=O)O → 2, 4, 0, 3, 4, 9, 0, -6, 0, 1.6
# Results for Cc1nnnn1/C(=C\c1ccccc1)C(=O)OCC(=O)N1CC2(C)CC1CC(C)(C)C2 (stereo not given) → 4, -3, -8, -2, -4, -6, -3, 4, -2, -0.5

# The list goes on:
no. | TCR CD3 inh | MBD2 DNA inh | SIAE inh | UHRF1 binding | DDE Tn7 FP inh | TDP2 absorb | LEDGF integ inh | DDE Tn6 FP inh | smiles | PRMT1 inh | proKLK7 act
31 | 6 | 2 | -5 | 0 | -1 | -9 | -1 | 0 | CCN(CC)S(=O)(=O)c1cccc(-c2nnc(SCc3nnc(-c4ccccc4)o3)n2C)c1 | 1 | -0.4
32 | 3 | 6 | -2 | -1 | 2 | -4 | -2 | 1 | CCNC(=S)N1CCNC(=O)C1CC(=O)OC (stereo not given) | 0 | 0.2
33 | -5 | 3 | 2 | 2 | 6 | -1 | -2 | 11 | COc1ccc(C/C(C)=N/NC(=O)c2ccncc2)cc1 | 3 | -0.1
34 | 9 | -2 | -2 | 0 | -2 | -6 | -1 | 6 | O=S(=O)(c1ccc(Br)cc1)c1nc(-c2ccccc2)oc1NCc1cccnc1 | -3 | -0.5
35 | 1 | 4 | 1 | 10 | -2 | 9 | 3 | -8 | O=S(=O)(c1ccccc1)N1N=C(c2cccs2)CC1c1ccc(Br)cc1 (stereo not given) | 1 | -0.4
36 | -3 | -2 | -2 | 2 | -1 | -5 | 2 | -3 | O=C(NC1CCCCC1)C1(c2ccccc2)CC1(Cl)Cl (stereo not given) | 0 | 0.7
37 | -4 | 10 | -6 | 7 | 2 | 0 | -5 | 1 | CC(=O)Nc1ccc(-c2ccnc3c2CC(C)(C(=O)NCC2CC2)O3)cc1 (stereo not given) | 7 | 0.1
38 | 6 | -4 | 12 | -5 | 2 | -6 | -1 | -4 | Cc1cc(=O)oc2c(C(=O)/C=C\c3cccs3)c(O)ccc12 | 2 | -0.9
39 | -1 | -1 | 3 | -2 | -7 | 0 | 4 | 5 | O=C(N[C@H](Cc1ccccc1)C(=O)N1CCN(c2ncccn2)CC1)[C@H]1O[C@@H](n2ccc(=O)[nH]c2=O)[C@H](O)[C@@H]1O | 0 | 0.8
40 | 7 | 2 | 4 | -2 | 2 | -11 | 1 | -1 | CC(C)C[C@H]1CN=C(Nc2ccccc2)N1CC1CCCCCC1 | 0 | 0.2
41 | -5 | 2 | 14 | 2 | 0 | 4 | -2 | 6 | CC1CCCCN1S(=O)(=O)c1ccc(N(C(=O)c2cnccn2)C(C(=O)NC2CCCC2)c2cccs2)cc1 (stereo not given) | 3 | -0.3
42 | 4 | 2 | 2 | 12 | 7 | -6 | 0 | 3 | C[C@H](CO)N1C[C@H](C)[C@H](CN(C)C)Oc2ccc(NS(=O)(=O)c3ccc(F)cc3)cc2CC1=O | -3 | 0.6
43 | 6 | -9 | 1 | 3 | -12 | -1 | 3 | 1 | CCCC(=O)c1c(NC(C)C)cc(C)oc1=O | -1 | -0.2
44 | 8 | 1 | -1 | -2 | 1 | -2 | -3 | 0 | COc1cccc(CC(=NO)c2cccc(OC)c2)c1 | -1 | 0.3
45 | -7 | -1 | -5 | 1 | 3 | 9 | 2 | 2 | O=C(CNS(=O)(=O)c1c(Cl)cccc1Cl)N1CCCCCC1 | -3 | 0.1
46 | 15 | 0 | -124 | 2 | -6 | -2 | -3 | 5 | COc1cccc(OC)c1-c1nn2c(-c3cc(-c4ccccc4)n[nH]3)nnc2s1 | -2 | -0.1
47 | 2 | -4 | -3 | -5 | 1 | -9 | -2 | 17* | NC(N)=N/N=C/c1ccccc1OC(F)F | -1 | -0.1
48 | -4 | 0 | -2 | 1 | -1 | 10 | 0 | 2 | CC(C)NC(=O)C1(C)CN(S(C)(=O)=O)CC(=O)N1Cc1cccc(F)c1 (stereo not given) | -1 | 0.3

# A draw from above in order of molar mass, high to low:
no. | TCR CD3 inh | MBD2 DNA inh | SIAE inh | UHRF1 binding | DDE Tn7 FP inh | TDP2 absorb | LEDGF integ inh | DDE Tn6 FP inh | smiles | PRMT1 inh | proKLK7 act
35 | 1 | 4 | 1 | 10 | -2 | 9 | 3 | -8 | O=S(=O)(c1ccccc1)N1N=C(c2cccs2)CC1c1ccc(Br)cc1 (stereo not given) | 1 | -0.4
48 | -4 | 0 | -2 | 1 | -1 | 10 | 0 | 2 | CC(C)NC(=O)C1(C)CN(S(C)(=O)=O)CC(=O)N1Cc1cccc(F)c1 (stereo not given) | -1 | 0.3
32 | 3 | 6 | -2 | -1 | 2 | -4 | -2 | 1 | CCNC(=S)N1CCNC(=O)C1CC(=O)OC (stereo not given) | 0 | 0.2

# Rows were taken by chance; any-hit rate near 4.6%.
